# SMARCA2 activ – SMARCA2 function activation, primary screen; AID 652017; MG213 cells, MMTV-luciferase reporter, dexamethasone, overnight; 370,000 compounds, 1% hits; activation, % at 9.1 µM; in the data active = activation above about 7.8%;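 also: 0% = vehicle wells and 100% = reference activator wells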
# ARFGAP1 inh – inhibitors of rat ARFGAP1; Arfgap1-stimulated ARF1 GTP hydrolysis, GDP FP detection; 360,000 compounds, 0.26% hits; inhibition, % at 16.5 µM;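 active = inhibition above a per-plate limit, mean inhibition of low control wells plus 3 SD, cut at about 25% in these data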;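 also: 0% = DMSO wells with enzyme and 100% = wells lacking Arfgap1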
#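 Replicates: Single well per compound | Assay system: Truncated rat Arfgap1 GAP domain | Control set: No-Arfgap1 wells (100%) versus DMSO full-reaction wells (0%) | Times: Enzyme reaction 120 min at 25 °C after 20 min preincubation | Reagent: Human ARF1(Δ1-17)-GTP substrate | Measured by: Tracer-displacement fluorescence polarization with EDTA stop, 620/688 nm | Measure: Percent inhibition of Arfgap1-stimulated GTP hydrolysis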
# GC-B act – GC-B (human) receptor activation. P20594. HEK293-GC-B cells, CNP EC30, cGMP TR-FRET; 0% at EC30 CNP, 100% saturating CNP. activation, % at 10 µM. 370,000 compounds, 0.11% hits. AID 1920062;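 active = activation at 10 µM reaching about 35% in either raw or pattern-adjusted values, limit read from the data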
# PG9 binder – binds the HIV-1 gp120 antibody PG9; TR-FRET gp120-PG9 antibody binding; inhibition, % at 6.7 µM; 360,000 compounds, 0.43% hits; AID 624416; in the data active = inhibition above about 8.5%
# ABHD4 inh – inhibits mouse alpha/beta hydrolase domain 4. Q8VD66. purified mABHD4, FP-Rh probe fluorescence polarization. inhibition, % at 8.92 µM. 370,000 compounds, 0.54% hits. AID 720543;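 active = inhibition exceeding the mean over every tested compound plus 3 SD, cut at about 30% in these data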;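 also: 0% = plate median of compound wells and 100% = S159A mutant with DMSO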
#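 assay system = mABHD4 protein | compound dosing = single nominal dose of 8.92 µM, 0.89% DMSO final | read-out basis = percent inhibition of probe binding, normalized to plate controls | schedule = Enzyme–compound pre-incubation 45 min, then probe 60 min, both 25 °C | detection = fluorescence polarization, excitation 525 nm, emission 598 nm, BODIPY TMR filters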
# rCAG binder – molecules binding r(CAG) RNA repeats; inhibition, % at 3 µM; 370,000 compounds, 1.3% hits; r(CAG) RNA repeat, TO-PRO-1 dye displacement fluorescence;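 active = inhibition above the plate cutoff, the mean of all test compounds on that plate plus 3 SD, cut at about 35% in these data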;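 also: 0% = DMSO alone and 100% = 100 µM mitoxantrone as full dye displacement; higher means more dye released from RNA so lower well fluorescence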
# Rev-erbA mod – modulates human Rev-erb alpha binding to DNA. P20393. Rev-erbα–FITC-DNA binding, fluorescence polarization, 90 min. activity, % at 10 µM. 370,000 compounds, 0.79% hits;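 active = activity above about 14%, limit read from the data; passing the limit was not always enough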;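 also: 0% = DMSO wells with 35 nM protein and 100% = DMSO wells with 750 nM protein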
# NPR1 activator – GC-A (human) enzyme activation | P16066 | HEK293 GC-A cells, cGMP TR-FRET, EC30 ANP; 0% at EC30 ANP, 100% saturating ANP | activation, % at 10 µM | 370,000 compounds, 0.14% hits; in the data active = activation above about 40%
# Target sequence (P16066 whole entry, looked up): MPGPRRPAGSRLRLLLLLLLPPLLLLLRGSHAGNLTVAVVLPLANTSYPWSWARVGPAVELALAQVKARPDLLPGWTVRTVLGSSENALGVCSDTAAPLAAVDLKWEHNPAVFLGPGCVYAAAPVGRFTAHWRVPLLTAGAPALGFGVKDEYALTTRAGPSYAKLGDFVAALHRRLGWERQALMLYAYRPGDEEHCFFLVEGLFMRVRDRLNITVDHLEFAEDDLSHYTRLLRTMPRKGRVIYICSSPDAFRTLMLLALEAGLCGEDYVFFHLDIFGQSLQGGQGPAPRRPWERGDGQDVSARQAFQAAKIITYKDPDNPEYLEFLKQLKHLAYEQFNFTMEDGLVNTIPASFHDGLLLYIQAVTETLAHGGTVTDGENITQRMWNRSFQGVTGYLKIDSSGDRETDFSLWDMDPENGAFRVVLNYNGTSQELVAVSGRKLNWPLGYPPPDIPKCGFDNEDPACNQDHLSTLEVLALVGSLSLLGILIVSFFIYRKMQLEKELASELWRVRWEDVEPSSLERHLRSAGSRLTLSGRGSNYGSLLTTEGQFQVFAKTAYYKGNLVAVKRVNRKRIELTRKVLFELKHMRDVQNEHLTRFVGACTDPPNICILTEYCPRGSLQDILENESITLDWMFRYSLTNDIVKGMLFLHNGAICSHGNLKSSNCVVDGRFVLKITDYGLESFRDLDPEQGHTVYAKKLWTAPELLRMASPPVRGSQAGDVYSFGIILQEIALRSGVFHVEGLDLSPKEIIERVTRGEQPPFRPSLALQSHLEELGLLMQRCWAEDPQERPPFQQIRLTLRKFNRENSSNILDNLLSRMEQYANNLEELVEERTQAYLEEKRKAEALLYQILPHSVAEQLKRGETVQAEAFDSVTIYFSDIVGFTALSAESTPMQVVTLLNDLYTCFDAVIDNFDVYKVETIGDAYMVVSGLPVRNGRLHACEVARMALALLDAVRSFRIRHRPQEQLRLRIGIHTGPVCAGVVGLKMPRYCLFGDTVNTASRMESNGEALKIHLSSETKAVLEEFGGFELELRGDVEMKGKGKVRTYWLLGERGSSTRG
# HTRA1 inhibitor – inhibitors of human serine peptidase HTRA1; Q92743; recombinant HTRA1, FP-rhodamine activity-based probe, fluorescence polarization; inhibition, % at 5.96 µM; 340,000 compounds, 0.5% hits; AID 504803; in the data active = inhibition above about 36%;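 also: 0% = enzyme with DMSO and 100% = wells lacking enzyme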
# ASAP1 GAP inh – ASAP1 ArfGAP inhibition; ASAP1-stimulated ARF1 GTP hydrolysis, GDP FP detection; 360,000 compounds, 0.19% hits; inhibition, % at 16.5 µM; Q9ULH1; AID 624377; in the data active = inhibition above about 25%;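 also: 0% = vehicle with enzyme and substrate and 100% = no enzyme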
# The depositor's hits bear a star; nt = no result given.
canonical_smiles	SMARCA2 activ	ARFGAP1 inh	GC-B act	PG9 binder	ABHD4 inh	rCAG binder	Rev-erbA mod	NPR1 activator	HTRA1 inhibitor	ASAP1 GAP inh
O=C1c2ccccc2C(=O)N1CCN1CCc2ccccc21	4	-2	1	-0.8	3	1	-1	1	4	2
O=C(COC(=O)c1ccc(F)cc1F)NCc1ccc2c(c1)OCO2	-3	-4	3	-2.0	-2	0	-7	-1	-2	-4
Fc1ccc(CNC(=S)NC2CCCCCC2)cc1	-4	4	-2	3.1	-7	-2	0	5	-11	0
Cc1ccc(S(=O)(=O)CC(=O)Nc2ccc3nc(C)sc3c2)cc1	-3	3	-2	1.5	0	-1	0	4	-4	-1
Cc1nn(-c2ccccc2)c(N)c1N=Nc1ccc2ccccc2c1	6	8	-5	-1.5	0	12	-9	-3	-7	15
CN1C2C=C3C(C#N)=C(N)C(C#N)(C#N)[C@@H](c4cccs4)C3C1CC2 (some centres undefined)	2	-2	-2	-4.4	15	4	4	2	10	-10
Cc1ccc(CNC(=O)C23CN(Cc4ccccc4)CC2C(c2ccc([N+](=O)[O-])cc2)=NO3)cc1 (centres undefined)	1	1	-3	-0.2	-6	4	-8	-5	-15	7
N/C(=N\OC(=O)c1ccc2ccccc2c1)c1ccccc1Cl	6	3	0	-3.7	-5	3	-3	0	-18	1
O=C1N(c2ccccc2C(F)(F)F)OC1(Cc1ccccc1)c1ccccc1 (centres undefined)	-1	-2	-3	-3.6	8	3	-3	0	-8	-3
COc1ccc(Cl)cc1NC(=O)CN(C)C(=O)c1cccc(S(=O)(=O)N2CCN(C)CC2)c1	1	-7	2	-1.6	2	3	0	-1	1	2
O=C(COC(=O)CCCNC(=O)c1ccc(Cl)cc1)Nc1ccc(Br)cc1	-2	2	4	1.9	0	0	-3	-1	4	6
CC(=O)c1ccc(NC(=O)CNc2cc(S(=O)(=O)N3CCOCC3)ccc2N2CCCC2)cc1	-5	-12	1	0.1	4	7	-1	3	1	0
CCNc1nc(NCc2ccccc2)nc(Oc2ccc(=O)[nH]n2)n1	0	-6	8	-1.1	-3	-5	1	7	-5	11
COc1ccc(C2=NOC(C(=O)NCCCN3CCOCC3)C2)cc1 (centres undefined)	-2	-5	4	-0.1	8	-1	0	0	-1	-3
CC1(C)Cc2cccc(OCC(=O)NCCc3ccc(S(N)(=O)=O)cc3)c2O1	-3	3	0	-1.1	4	3	-3	1	0	-6
O=C(O)c1ccccc1C(=O)Nc1ccccn1	1	3	4	2.5	6	2	0	0	4	16
Cc1cccc(CNC(=O)CCCn2nc(C)c3c(C)n(-c4ccccc4)nc3c2=O)c1	-2	2	-7	-3.0	-11	-6	-1	-8	1	5
O=C(CSc1nnc(CCCN2C(=O)c3cccc4cccc(c34)C2=O)n1-c1ccccc1)NCCCO	-1	1	-1	-0.2	6	-11	5	0	1	0
O=C(c1cccc(Br)c1)N1CCN(C2=NS(=O)(=O)c3ccccc32)CC1	-1	10	0	-1.6	8	-2	1	1	-1	9
Cc1cc(C)cc(NC(=O)CSc2nncn2-c2ccccn2)c1	-3	11	-5	1.3	4	0	1	0	-4	-3
COC(=O)c1ccccc1NC1c2ccccc2C(=O)N1c1cccnc1 (centres undefined)	-1	4	-15	0.0	0	2	6	-17	-5	1
Cc1nnc(NC(=O)c2ccc(S(=O)(=O)N3CCOCC3)cc2)s1	-1	5	1	-0.6	2	2	6	0	6	-10
Cc1ccc(OCCC(=O)OCC(=O)N2CC(=O)Nc3ccccc32)cc1	1	6	0	-0.6	-1	2	-3	4	2	12
CC(=O)NC1Sc2ccccc2N=C1c1ccccc1 (centres undefined)	2	0	-9	-0.9	4	6	6	0	-12	-4
COC(=O)C1CN(Cc2ccccc2)CCS(=O)(=O)N1Cc1ccccc1 (centres undefined)	4	nt	-5	nt	-1	-1	2	-6	nt	nt
CCC(=O)Nc1ccc2c(c1)ncn2C	-1	-10	2	0.5	1	1	8	3	1	6
O=C(Cn1ccc2ccccc2c1=O)N1CCN(c2cccc(Cl)c2)CC1	-2	-11	0	-1.3	-7	-2	3	2	0	8
Cc1cccc(Nc2ccc([N+](=O)[O-])cn2)c1	0	-12	0	-1.3	-7	1	-1	2	-6	-8
CCOC(=O)C1CCN(C(C)=C2C(=O)c3ccccc3C2=O)CC1	-1	0	1	-3.2	-3	0	5	3	-1	-2
Cc1ccc(C=Cc2ccccn2)cc1	1	5	0	-0.4	-5	3	2	0	0	0
CCOC(=O)c1c(C)n(C)c2cc(OCCN(CC)CC)ccc12	5	4	-3	-1.2	-4	-1	-2	2	-1	0
Cc1nnc2c(NC3CCCC3)nc3ccccc3n12	-1	4	7	2.4	-3	-6	1	3	-6	8
COc1ccccc1-n1c(C)nc2cc(C(=O)NCCN3CCOCC3)ccc21	-1	2	6	-0.8	0	-6	1	0	-2	5
O=C1c2cccnc2C(=O)N1Cc1ccc(S(=O)(=O)N2CCOc3ccccc32)cc1	-4	9	1	0.3	6	2	-2	1	-3	-5
CC(C)c1ccc(C2OC(CCc3ccccc3)Cc3[nH]c(=S)[nH]c(=O)c32)cc1 (centres undefined)	-3	-10	-3	-0.9	-7	27	0	-3	nt	5
CC(=O)Nc1ccc(N2CCCCC2)c(C(=O)Nc2cccc(C)c2)c1	-4	-10	3	-1.0	6	1	-1	-9	-31	10
CCCN(CCC)S(=O)(=O)c1ccc(NC(=O)Cc2cccs2)cc1	-1	4	2	-0.4	0	16	-5	1	-30	-3
OC1CCCN(Cc2ccc3c(c2)Cc2ccccc2-3)C1 (centres undefined)	-1	11	1	0.9	-5	-4	2	-3	2	4
CCOC(=O)N(O)c1ccc(C=Cc2ccccc2)cc1	-3	4	-9	-0.3	3	7	-4	11	-3	-2
C/C=C/C=N/NC(=O)CN(c1ccc(Br)cc1)S(=O)(=O)c1ccccc1	0	8	0	0.2	3	8	4	-5	-30	-3
C[C@@H]1CN([C@H](C)CO)C(=O)c2c(c3ccccc3n2C)-c2ccccc2CO[C@H]1CN(C)Cc1ccc(Oc2ccccc2)cc1	-6	12	6	-0.8	-7	8	8	3	-62	0
Nc1ccccc1C#Cc1ccc([N+](=O)[O-])cc1	1	7	-3	0.9	5	3	0	4	-10	7
CC1=C(C/C=C(\C)CCCC(C)CCCC(C)CCCC(C)C)C(=O)c2ccccc2C1=O (centres undefined)	-2	1	1	0.5	-1	25	-1	4	-1	7
CCOC(=O)C[C@@H](C#N)NC(=O)[C@@H]1CCCN1C(=O)[C@@H](NC(=O)c1ccc(N)c(Cl)c1)C(C)(C)C	-6	-4	6	1.4	-6	1	-2	5	nt	-3
O=C(CSc1nnc(-c2ccncc2)o1)Nc1cccc(Cl)c1	-2	0	-7	1.3	-5	1	-2	-6	3	10
Nn1c(SCc2ccc(Br)cc2)nnc1-c1cccnc1	0	-9	4	-0.7	-4	-4	0	-2	2	7
COc1ccc(-c2n[nH]c(=S)o2)c(OC)c1	0	-12	-1	0.1	5	4	-6	3	-6	0
Cc1cccc(-n2ncc3c(NC4CCCCC4)ncnc32)c1	2	5	-4	-1.8	-5	1	6	1	-34	5
Cc1cccc(OCC(=O)Nc2nc3ccc([N+](=O)[O-])cc3s2)c1	-2	0	9	0.1	2	8	-4	0	0	4
Cc1c(C(C)C)c(=O)n(-c2ccc(S(=O)(=O)NC(C)C)cc2)n1C	-2	3	2	-0.5	-4	-4	-7	2	-3	-8
COc1ccc(OC)c(N(CC(=O)NCCc2ccc(OC)c(OC)c2)S(=O)(=O)c2ccccc2)c1	-2	-2	3	2.7	-2	-5	-3	-3	-2	0
CCC1CO/C(=C(\C(=C(Cl)Cl)N2CCOCC2)[N+](=O)[O-])N1 (centres undefined)	-2	9	4	1.3	1	-4	-3	-1	-1	2
O=C(Nc1nnc(SCCC2OCCO2)s1)C1CC(=O)N(c2ccc(F)cc2)C1 (centres undefined)	-1	-4	-4	0.2	7	18	1	-3	3	5
CCOc1ccc(C(CC(=O)O)NC(=O)C23CC4CC(CC(C4)C2)C3)cc1 (centres undefined)	-5	-2	4	0.4	6	6	3	-3	3	-13
CCN(CC)CCNC(=S)Nc1ccc2nc(N3CCN(CC)CC3)cc(C)c2c1	-3	21	4	2.5	-5	-5	-5	-2	4	6
Cc1ccc2oc(=O)c3cnn(CC(=O)N(CCC(C)C)Cc4ccco4)c3c2c1	-1	-8	-20	4.0	9	2	-2	-21	3	-1
COc1ccc(S(=O)(=O)N2CCN(CC(=O)N3CCc4ccccc4C3)CC2)cc1OC	1	-11	-2	-2.7	0	-2	1	-1	1	18
CC(Sc1nnc(-c2ccc(Cl)cc2Cl)n1Cc1ccccc1)C(=O)Nc1nccs1 (centres undefined)	-3	3	-16	-2.0	-1	-6	-1	-32	-26	-9
CCN(Cc1nc2ccccc2c(=O)[nH]1)Cc1nc2ccsc2c(=O)[nH]1	-1	1	4	0.2	1	2	-1	2	2	13
COc1ccc(C2CC(c3ccc(C)cc3)Nc3ncnn32)cc1 (centres undefined)	1	15	-1	-0.1	0	1	-1	-2	-9	-6

# Continuation:
canonical_smiles	SMARCA2 activ	ARFGAP1 inh	GC-B act	PG9 binder	ABHD4 inh	rCAG binder	Rev-erbA mod	NPR1 activator	HTRA1 inhibitor	ASAP1 GAP inh
CCCCN1CC(COCc2ccccc2)Oc2cccc(Oc3ccc(OC)cc3)c2S1(=O)=O (centres undefined)	-4	3	5	-0.4	5	6	7	1	-21	-1
COc1ccccc1-n1c(SCC(=O)NC2CCS(=O)(=O)C2)nc2cc([N+](=O)[O-])ccc21 (centres undefined)	1	-2	-3	-3.7	3	-1	-5	-2	6	2
COc1ccc(CN(CC(=O)NC2CCCCC2)C(=O)CCC(=O)Nc2nccs2)cc1	-1	8	-3	0.0	-2	-4	0	-1	6	-5
CCCNC(=S)Nc1ccc(F)cc1F	-3	3	4	1.1	-2	1	-1	-3	nt	10
O=C(NC1CCCCC1)C(c1ccc(C(F)(F)F)cc1)n1c(=O)c(-c2ccccc2)nc2ccccc21 (centres undefined)	-3	7	-1	-0.5	2	1	5	0	nt	7
CS(=O)(=O)c1ccc(N)c(SSc2cc(S(C)(=O)=O)ccc2N)c1	5	3	0	-7.3	13	4	3	2	1	11

# A different layout for three compounds above.
# Second line of a record – SMARCA2 activ	ARFGAP1 inh	GC-B act	PG9 binder	ABHD4 inh	rCAG binder	Rev-erbA mod	NPR1 activator	HTRA1 inhibitor	ASAP1 GAP inh
> CS(=O)(=O)c1ccc(N)c(SSc2cc(S(C)(=O)=O)ccc2N)c1
    5	3	0	-7.3	13	4	3	2	1	11
> CCCNC(=S)Nc1ccc(F)cc1F
    -3	3	4	1.1	-2	1	-1	-3	nt	10
> O=C(NC1CCCCC1)C(c1ccc(C(F)(F)F)cc1)n1c(=O)c(-c2ccccc2)nc2ccccc21 (centres undefined)
    -3	7	-1	-0.5	2	1	5	0	nt	7
